# XIAP displacement = XIAP antagonists, biochemical, IAP family, fluorescence polarization (AID 1018). XIAP BIR domain, fluorescence polarization peptide displacement; higher % means a stronger effect. displacement, % at 20 µM, or IC50 in µM where a hit was titrated. 200,000 tested, 0.007% active; in the data active means displacement above about 50%; further: a part of the inactive calls stands beside numbers as strong as those of hits
# SIAH1 antagonists = Siah-1 peptide-binding antagonists, primary screen, biochemical, fluorescence polarization, rhodamine-plectin, uHTS (AID 1817); Siah-1 / rhodamine-plectin peptide fluorescence polarization; higher % means a stronger effect; displacement, % at 20 µM; hits with a dose series show IC50 in µM; 290,000 tested, 0.02% active;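 active means displacement of at least 50% at 20 µM, with a fluorescence ratio check between 0.3 and a set limit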;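 further: plate controls were Siah plus tracer with DMSO for no effect and tracer alone without Siah for full effect; strong numbers were not always called active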
# AID2073 = disruptors of CaV2.2 binding to Mint1 – biochemical, HTRF (AID 2073) | HTRF protein-protein interaction, Mint1-CaV2.2; higher % means a stronger effect | inhibition, % at 20 µM, or IC50 in µM where a hit was titrated | 290,000 tested, 0.19% active; in the data active means inhibition mostly above about 51%, no sharp cut-off; inconclusive means no clear call, values can overlap the other calls; inactive means mostly below about 53%; further: some results filed as inactive read as strong as hits
# LYP inhibition = inhibitors of LYP phosphatase, biochemical, fluorescence intensity, uHTS (AID 1779); recombinant LYP phosphatase, fluorescence intensity; higher % means a stronger effect; inhibition, % at 11.5 µM; hits with a dose series show IC50 in µM; 290,000 tested, 0.054% active;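 further: plate controls were vehicle with enzyme for no effect and no enzyme for full effect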
# HEK293 NOD2/NF-kB = inhibition of NOD2-driven NF-kB reporter – cell-based, luminescence, uHTS, HEK293 (AID 1566) | HEK293 NOD2/NF-kB luciferase reporter, luminescence; higher % means a stronger effect | inhibition, % at 4 µM; hits with a dose series show EC50 in µM | 290,000 tested, 0.63% active; further: many of its hits are not listed in these tables
# M1AAP inhibition = P. falciparum M1AAP inhibitors, biochemical, fluorogenic H-Leu-NHMec substrate, 1536-well (AID 1445); recombinant M1AAP, H-Leu-NHMec fluorogenic kinetic assay; higher % means a stronger effect; one-dose inhibition, % at 30 µM; IC50 in µM for titrated hits; 220,000 tested, 0.42% active;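 active means primary inhibition above the hit cutoff, then over 50% inhibition at one or more dose response concentrations, cut at about 23% in these data, passing the limit was not always enough; inconclusive means conflicting primary data, or primary hits not chosen for dose response; inactive means low primary inhibition, or under 50% at every dose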;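 further: plate controls were DMSO full reaction for no effect and no enzyme background for full effect; strong numbers were not always called active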
# Lipid droplet = modulators of hepatic lipid droplet formation. AML12 mouse hepatocytes, oleate lipid droplets, BODIPY imaging. 240,000 tested, 0.4% active. inhibition, % at 6.5 µM;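 active means lipid droplet intensity inhibited by at least 50%, with more than 500 cells counted; inconclusive means wells with under 300 cells, treated as cytotoxic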
#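 Test system: AML12 mouse liver cells; schedule: overnight exposure; technique: high-content imaging of BODIPY-stained droplets and DAPI nuclei; read-out: % inhibition of corrected integrated BODIPY droplet signal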
# ER stress rescue = protection against thapsigargin-triggered cell killing – 384-well, CSM14.1, ATP luminescence, primary screen (AID 1222) | CSM14.1 thapsigargin-induced death rescue, ATP luminescence; higher % means a stronger effect | one-dose cellular ATP content (survival), % at 20 µM; EC50 in µM for titrated hits | 190,000 tested, under 10 active;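 active means EC50 below 50 µM in the dose-response confirmation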;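 further: death triggered by thapsigargin at about 15 µM added after 2 h compound pretreatment; cell ATP read after overnight thapsigargin exposure of roughly 18 to 22 hours; normalized against plate controls of thapsigargin alone and 5% DMSO vehicle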
# M17LAP inhibition = P. falciparum M17LAP inhibitors, primary screen, biochemical, fluorogenic H-Leu-NHMec substrate, 1536-well (AID 1619). recombinant M17LAP, H-Leu-NHMec fluorogenic kinetic assay; higher % means a stronger effect. inhibition, % at 30 µM, or IC50 in µM where a hit was titrated. 220,000 tested, 0.38% active;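 active means compound inhibiting the enzyme by more than half at any dose during confirmatory dose-response retesting; inconclusive means strong single-dose inhibitors picked by rank but not retested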;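 further: plate controls were full reaction with DMSO carrier for no effect and no enzyme background for full effect; strong numbers were not always called active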
# Lipid droplet cells 6.5 µM = recorded beside Lipid droplet, whose call it bears; cell count; measured here: cell count, cytotoxicity flag;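 cells counted across two imaged fields per well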
# * hit, by the source's call; ? = inconclusive; . = not tested or not shown. Unless noted, no stated cut-off is given here; in the data, active means inhibition above about 50%; inactive means the rest.
SMILES,XIAP displacement,SIAH1 antagonists,AID2073,LYP inhibition,HEK293 NOD2/NF-kB,M1AAP inhibition,Lipid droplet,Lipid droplet cells 6.5 µM,ER stress rescue,M17LAP inhibition
COc1ccc(C)cc1NC(=O)CSc1nc2ccccc2nc1N1CCCCC1,.,-2%,19%,-4%,-10%,.,-1,865,.,.
O=C(CCCN1C(=O)c2ccccc2C1=O)NC1=NCCS1,-6.6%,-7%,-3%,-6%,14%,4%,.,.,-1.5%,-9%
O=C(CN(CCc1ccccc1)S(=O)(=O)c1ccc(Cl)cc1)N/N=C/c1ccc2c(c1)OCO2,-6.4%,6%,6%,0%,-19%,12%,7,646,-0.1%,25%
C=CCNC(=O)CC(=O)N/N=C/c1ccc(F)cc1,-2.7%,6%,-2%,-3%,12%,15%,-16,756,-0.5%,6%
CC(=O)NCCC(=O)Nc1nc(-c2ccccc2Cl)cs1,-4.1%,6%,10%,0%,-6%,-2%,-1,660,-0.9%,-8%
Cn1cc(SCC(=O)NCC2CCCO2)c2ccccc21 (stereo not drawn),-4.1%,-1%,-5%,0%,19%,2%,-40,717,-2.2%,3%
COc1ccc(CNC(=O)c2cc(-c3cc(C)cc(C)c3O)n[nH]2)cc1,.,1%,-3%,4%,-16%,5%,13,702,.,1%
O=C1C(=O)N(CCO)C(c2ccccc2)/C1=C(\O)c1ccccc1 (stereo not drawn),-5.4%,2%,5%,2%,1%,5%,.,.,-0.6%,15%
COc1cc(OC)cc(C(=O)N[C@H](C(=O)OCn2nnc3ccccc3c2=O)C(C)C)c1,-9.8%,-5%,-4%,-15%,2%,3%,-15,644,-0.7%,0%
Cc1ccc(N2CCN(C(=S)c3ccc(-c4ccccc4[N+](=O)[O-])o3)CC2)cc1,.,3%,1%,-2%,16%,5%,-1,733,.,2%
C/C(O)=C(/C#N)c1nc2ccccc2[nH]1,-3.3%,0%,-1%,-5%,3%,11%,.,.,-1.6%,4%
CCNc1ccc(C2(O)C(=O)c3ccccc3C2=O)cc1,-6.3%,-5%,-5%,-9%,11%,2%,-5,767,-3.0%,17%
COc1ccc(NC(=O)C2CCC(CNc3c(N4CCOCC4)c(=O)c3=O)CC2)cc1Cl (stereo not drawn),.,1%,8%,-2%,24%,2%,2,699,.,23%
Cc1csc2nc(CNC(=O)CCC(=O)O)cn12,-2.2%,4%,9%,0%,3%,0%,6,657,-4.3%,-3%
COc1ccc(OC)c(/C=N/NC(=O)CCCC(=O)Nc2cccc(Br)c2)c1,-4.4%,-1%,8%,-7%,10%,18%,.,.,-1.2%,1%

# Just Lipid droplet cells 6.5 µM, SIAH1 antagonists and Lipid droplet, for 2 of the compounds above:
mol	Lipid droplet cells 6.5 µM	SIAH1 antagonists	Lipid droplet
COc1ccc(C)cc1NC(=O)CSc1nc2ccccc2nc1N1CCCCC1	865	-2%	-1
O=C(CCCN1C(=O)c2ccccc2C1=O)NC1=NCCS1	.	-7%	.

# New compounds follow
SMILES,XIAP displacement,SIAH1 antagonists,AID2073,LYP inhibition,HEK293 NOD2/NF-kB,M1AAP inhibition,Lipid droplet,Lipid droplet cells 6.5 µM,ER stress rescue,M17LAP inhibition
CCOC(=O)C1=C(C)N(C)C(=O)C1CC(=O)O (stereo not drawn),0.7%,0%,2%,5%,0%,3%,.,.,-2.7%,7%
CO/N=C/NC(=O)NOCc1c(Cl)cccc1Cl,-5.8%,2%,4%,-6%,11%,4%,5,767,-2.0%,-4%
Cc1nc(C(F)(F)F)c(C(=O)N/N=C(\N)c2ccccn2)s1,-2.9%,-5%,0%,0%,-4%,-4%,5,671,-10%,0%
Cc1ccc(N=c2sc(C)c(C)n2C)cc1,0.1%,-1%,-35%,-2%,-51%,0%,9,776,-2.0%,-8%
COc1cc(/C=C2\SC(N)=NC2=O)ccc1O,.,10%,6%,-8%,-7%,.,-1,843,.,.
O=C(NCCc1ccc(F)cc1)c1ccncc1,.,11%,4%,-8%,-15%,.,0,809,.,.
CCCn1nnnc1NCc1c(Cl)cccc1Cl,-5.1%,6%,-4%,-7%,11%,-1%,16,693,-1.0%,13%
O=C(O)C1CCC(=O)N(C2CC2)C1c1ccccc1 (stereo not drawn),-3.1%,6%,-3%,-4%,16%,-1%,.,.,-3.5%,3%
c1ccn(-c2ccc(N3CCOCC3)cc2)c1,-10%,-3%,-22%,0%,-56%,1%,.,.,1.1%,2%
O=C(NCC1CCCCC1)c1ccc(Cl)nc1,.,4%,17%,-9%,3%,.,-6,779,.,.
O=C(Cn1c(=O)oc2cc(S(=O)(=O)N3CCCCC3)ccc21)N1CCCCC1,.,6%,3%,-9%,-12%,.,0,731,.,.
O=C(CN1CCOCC1)Nc1c(-c2ccccc2)c2cc(Br)ccc2[nH]c1=O,1.2%,11%,6%,2%,9%,28%*,1,721,.,9%
Nc1ccc2ncccc2c1,-7.0%,-3%,4%,-11%,20%,2%,.,.,-2.2%,2%
O=C(Nc1ccc(CN2CCOCC2)cc1)c1ccc(-c2ccc(Br)cc2)o1,-4.3%,-1%,14%,-4%,6%,8%,12,742,1.2%,7%
CCN1CCN(CC(=O)Nc2ccc3c(c2)OCO3)C(=O)C1=O,-3.8%,8%,?,-10%,12%,0%,-1,741,-1.4%,11%

# Looked up above:
# `COc1cc(/C=C2\SC(N)=NC2=O)ccc1O` in AID2073: 6%
# `O=C(NCC1CCCCC1)c1ccc(Cl)nc1` in LYP inhibition: -9%

# The listing continues.
SMILES,XIAP displacement,SIAH1 antagonists,AID2073,LYP inhibition,HEK293 NOD2/NF-kB,M1AAP inhibition,Lipid droplet,Lipid droplet cells 6.5 µM,ER stress rescue,M17LAP inhibition
CC1(/[N+]([O-])=C/c2ccccc2F)CCCCC1=O (stereo not drawn),-1.9%,5%,14%,-5%,22%,-5%,-1,673,0.1%,-4%
CC1CCCC(NC(=O)c2ccc3c(c2)N(Cc2ccccc2)C(=O)CS3=O)C1C (stereo not drawn),-6.3%,0%,-1%,4%,4%,5%,5,708,.,-5%
O=[N+]([O-])c1ccc(O)c(CN2CCCCCC2)c1,.,2%,12%,-5%,0%,.,11,810,.,.
COCCCn1c(SCC(=O)NC(C)C)nnc1-c1ccccc1,0.1%,7%,-3%,-7%,12%,1%,.,.,1.0%,7%
CCOc1ncccc1C(=O)Nc1ccc(S(=O)(=O)Nc2nccs2)cc1,.,-2%,3%,-3%,23%,9%,8,683,.,4%
COc1cccc2c1Oc1ncccc1N(C(=O)CCC(=O)NCc1ccccc1Cl)C2,.,-3%,12%,-7%,13%,.,-2,630,.,.
CCCC[N+](CC#CCO)(CC#Cc1ccccc1)CCCC,.,-2%,-6%,-4%,15%,.,-5,689,.,.
CN(C)c1nnnn1-c1ccc(Cl)cc1Cl,-5.2%,-3%,-2%,-6%,11%,-4%,6,655,-0.5%,4%
CC(C)C(=O)Nc1c(-c2ccccc2)c(=O)c2ccccc2n1C,.,9%,-10%,-8%,-1%,4%,-13,677,.,0%
c1ccc2c(-n3cccn3)cccc2c1,-2.1%,2%,45%,4%,6%,-2%,.,.,1.9%,7%
COc1ccc(/C=N/NC(=O)c2cc(-c3ccccc3OC(C)C)nc3ccccc23)cc1CN1CCOCC1,-1.9%,-2%,14%,-1%,1%,3%,-19,616,-4.7%,-22%
CCCCOc1ccc(CN2CCCCC2)cc1,-7.1%,1%,26%,68%*,-2%,8%,-19,480,-0.6%,-8%
Fc1ccc2nc(C3CCN(Cc4nc(CC5CC5)no4)CC3)[nH]c2c1,-7.2%,1%,-3%,-2%,3%,4%,1,678,-1.5%,11%
Cc1ccc2nc(NC3=NC(CC(=O)O)C(=O)N3)nc(C)c2c1 (stereo not drawn),-7.2%,-1%,5%,-4%,11%,11%,1,683,-1.1%,12%
C/C=C(\C)CN1CCC(n2nccc2NC(=O)CCCc2ccccc2)CC1,.,2%,4%,0%,-4%,.,-75,662,.,.
Cc1cccc(C)c1-n1c(C)nn(Cc2ccc([N+](=O)[O-])cc2)c1=O,-12%,-5%,10%,-21%,-13%,6%,-12,727,.,-6%
CC(=O)c1ccc(NS(=O)(=O)c2ccc(N)cc2)cc1,19%,-2%,-9%,-4%,-3%,-2%,6,648,-0.7%,-8%

# Five compounds drawn at random from those above, as already listed:
SMILES,XIAP displacement,SIAH1 antagonists,AID2073,LYP inhibition,HEK293 NOD2/NF-kB,M1AAP inhibition,Lipid droplet,Lipid droplet cells 6.5 µM,ER stress rescue,M17LAP inhibition
CCCC[N+](CC#CCO)(CC#Cc1ccccc1)CCCC,.,-2%,-6%,-4%,15%,.,-5,689,.,.
CC(=O)c1ccc(NS(=O)(=O)c2ccc(N)cc2)cc1,19%,-2%,-9%,-4%,-3%,-2%,6,648,-0.7%,-8%
CC(C)C(=O)Nc1c(-c2ccccc2)c(=O)c2ccccc2n1C,.,9%,-10%,-8%,-1%,4%,-13,677,.,0%
Cc1cccc(C)c1-n1c(C)nn(Cc2ccc([N+](=O)[O-])cc2)c1=O,-12%,-5%,10%,-21%,-13%,6%,-12,727,.,-6%
COc1ccc(/C=N/NC(=O)c2cc(-c3ccccc3OC(C)C)nc3ccccc23)cc1CN1CCOCC1,-1.9%,-2%,14%,-1%,1%,3%,-19,616,-4.7%,-22%

# Screens (PubChem BioAssay)

# An excerpt, so the mix of outcomes need not match the whole.
